Bioassay records from PubChem.
TexasRed fluor: Texas Red fluorescence interference in TRb-SRC2 counter-screen; Potency, µM (series often up to 106 µM), for inactives: at the highest dose fluorescence change, negative = quenching; TRb/SRC2 Texas Red total fluorescence interference; hit rate 0.29% among 280,000; active = well fitted curve in either direction with a large enough effect; inconclusive = small, poorly fitted or top-dose-only effect; note: potency is the fitted concentration of half-maximal effect; % is set by controls: 0 for no effect and ±100 for the full control effect
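Human TRβ ligand-binding domain (0.6 uM) and Texas Red SRC2 peptide (20 nM) in Tris buffer with 1 uM T3 and 5% DMSO were incubated with pinned compound for 5 hr at ambient temperature. Total fluorescence was computed as S + 2P (555/632 nm).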
CBFb RUNX1 block: inhibitors of human CBF-beta and RUNX1 interaction; Q01196+Q13951; AlphaScreen CBFb-His/RUNX1-biotin binding, biochemical; Potency, µM (doses to about 59.8 µM), without a hit: at the top dose activity, negative = inhibition, most hits filed as inhibitors; 230,000 tested, under 10 active; AID 1477; note: % of control where 0% means no effect
Target sequence (Q01196 whole entry, looked up): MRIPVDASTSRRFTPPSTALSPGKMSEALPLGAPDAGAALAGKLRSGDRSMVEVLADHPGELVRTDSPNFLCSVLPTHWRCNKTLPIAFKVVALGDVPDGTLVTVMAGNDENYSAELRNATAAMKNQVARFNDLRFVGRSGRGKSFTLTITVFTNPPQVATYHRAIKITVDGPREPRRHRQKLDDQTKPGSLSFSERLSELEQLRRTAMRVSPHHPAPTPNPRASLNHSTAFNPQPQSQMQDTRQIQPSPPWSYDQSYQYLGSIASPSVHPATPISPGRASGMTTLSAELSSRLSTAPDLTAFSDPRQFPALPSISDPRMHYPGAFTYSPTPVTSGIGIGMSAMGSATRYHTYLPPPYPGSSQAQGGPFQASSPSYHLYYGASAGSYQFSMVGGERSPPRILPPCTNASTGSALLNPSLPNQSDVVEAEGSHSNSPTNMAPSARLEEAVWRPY
Target sequence (Q13951 whole entry, looked up): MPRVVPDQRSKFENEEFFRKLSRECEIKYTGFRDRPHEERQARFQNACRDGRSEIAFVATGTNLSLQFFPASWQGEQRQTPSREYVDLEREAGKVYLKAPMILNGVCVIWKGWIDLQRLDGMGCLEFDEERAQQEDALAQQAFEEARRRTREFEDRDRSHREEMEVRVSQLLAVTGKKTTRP
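Room-temperature protein-protein interaction test with 30 nM each of His-tagged CBF-beta and biotinylated RUNX1, 15 min with compound, then 90 min with nickel plus streptavidin beads. Signal read in AlphaScreen mode.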
GLA spleen mod: inhibitors or activators of human alpha-galactosidase in spleen homogenate; P06280; Potency, µM (top dose mostly 80 µM), for inactives: at the highest dose activity change, negative = inhibition, hits mostly inhibitors; AID 2107; hit rate 0.008% among 240,000; human spleen homogenate, 4MU-alpha-Gal fluorescence, 40 min;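 note: potency is the fitted concentration of half-maximal effect; 0% = enzyme with vehicle and -100% = no enzyme basal signal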
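Human spleen homogenate (1 ug) was the enzyme source, with 4-methylumbelliferyl-alpha-D-galactopyranoside (1 mM final) in pH 5.0 citrate buffer with 0.01% Tween-20. Compounds were titrated; after 40 min at 37C, NaOH/glycine stop, 4-MU fluorescence read; AC50 from Hill fits.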
Epigenetic reg: derepresses silenced GFP reporter in murine cells; murine LDR cells, GFP reporter derepression, 30 h; Potency, µM (titrated, usually from 53.9 µM), for inactives: at the top dose GFP activation, most hits filed as activators; hit rate 0.2% among 280,000; note: potency is the fitted concentration of half-maximal effect; % of control where 0% means no effect; nearly all actives have a fitted effect of over 60% in size
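Readout is the number of GFP-expressing murine LDR cells, counted by cytometry following washing. Cells were treated with compound for 30 h at 37 C; the stably integrated CMV-GFP locus is normally silent.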
TRb SRC2 PPI: TRbeta-SRC2 interaction inhibition; P10828; TRbeta-SRC2 peptide binding, fluorescence polarization; receptor liganded with 1 µM T3; Potency, µM (series often up to 106 µM), for inactives: at the top dose activity change, negative = inhibition, most hits filed as inhibitors; hit rate 0.065% among 280,000;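 note: potency is the fitted concentration of half-maximal effect; plate controls were bound peptide for no effect and peptide without receptor for full effect; nearly all actives have a fitted effect of over 50% in size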
Target sequence (P10828 whole entry, looked up): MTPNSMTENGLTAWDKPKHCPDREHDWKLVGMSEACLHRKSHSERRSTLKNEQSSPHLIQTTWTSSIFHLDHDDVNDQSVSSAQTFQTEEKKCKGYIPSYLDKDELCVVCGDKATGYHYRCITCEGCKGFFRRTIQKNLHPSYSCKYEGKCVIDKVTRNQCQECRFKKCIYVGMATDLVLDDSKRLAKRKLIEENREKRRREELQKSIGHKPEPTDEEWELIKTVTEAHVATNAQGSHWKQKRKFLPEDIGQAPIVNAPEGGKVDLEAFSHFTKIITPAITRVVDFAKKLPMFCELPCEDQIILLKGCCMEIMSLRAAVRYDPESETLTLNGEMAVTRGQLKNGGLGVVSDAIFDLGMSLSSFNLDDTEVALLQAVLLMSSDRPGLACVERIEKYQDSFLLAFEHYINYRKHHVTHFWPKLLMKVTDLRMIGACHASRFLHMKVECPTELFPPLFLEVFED
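Human TRb ligand-binding domain (0.6 uM) is mixed with 20 nM Texas Red SRC2 peptide and 1 uM T3; after compound addition and 5 hr at ambient temperature, polarization is measured and normalized to unbound and bound controls.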
NPSR antag: antagonists of human neuropeptide S receptor cAMP signaling; Q6W5P4; CHO-NPSR cells, cAMP TR-FRET, antagonist mode; Potency, µM (top dose mostly 38.3 µM), for inactives: at the highest dose activity change, negative = inhibition, most hits filed as inhibitors; hit rate 1% among 220,000; note: potency is the fitted concentration of half-maximal effect; % is set by controls: 0 for no effect and ±100 for the full control effect; nearly all actives have a fitted effect of over 50% in size; many of its hits are not listed in these tables
Tau FP inhib: inhibitors of human tau fibril formation. P10636. K18 P301L tau heparin fibrillization, Alexa594 FP, 6 h. Potency, µM (doses to about 57.7 µM), for the others: at the top dose activity, negative = inhibition, actives largely listed as inhibitors. hit rate 0.39% among 280,000; note: potency is the fitted concentration of half-maximal effect; % is set by controls: 0 for no effect and ±100 for the full control effect; nearly all actives have a fitted effect of over 55% in size
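FP of Alexa 594-tau after heparin (20 uM) induction. Substrate: human K18 P301L, 15 uM unlabeled, 0.24 uM labeled. Buffer 100 mM sodium acetate pH 7. 6 hr, 37 C.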
Tau fluor counter: counter-screen for tau fibril formation inhibitors; hit rate 0.93% among 280,000; tau K18 P301L (four-repeat tau fragment) Alexa594 fluorescence, heparin fibrillization; Potency, µM (highest dose often 57.7 µM), without a hit: at the top dose activity change, negative = decrease; AID 1463; note: potency is the fitted concentration of half-maximal effect; % is set by controls: 0 for no effect and ±100 for the full control effect; nearly all actives have a fitted effect of over 55% in size
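Human K18 P301L tau (15 uM unlabeled plus 0.24 uM Alexa 594-labeled, final) in 100 mM sodium acetate pH 7 was mixed with compound and 20 uM heparin and incubated 6 hr at 37 C.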
The depositor's hits bear a star; ? = inconclusive; . = not tested or not shown; [ ] = dose if it differs, or a comment. Unless noted, calls come from the whole dose curve; as a rule, active = well fitted curve in the direction sought with a large enough effect; inconclusive = small, poorly fitted or top-dose-only effect, or another doubt; inactive = no such curve, though single readings can be large; an effect the other way counts as inactive or inconclusive. These rows are one share of the data, so the mix of outcomes need not match the whole.

molecule,TexasRed fluor,CBFb RUNX1 block,GLA spleen mod,Epigenetic reg,TRb SRC2 PPI,NPSR antag,Tau FP inhib,Tau fluor counter
Cc1nn(-c2ccccc2)c(OC(=O)c2ccccc2Br)c1S(=O)(=O)c1ccccc1,1%,.,.,1.6%,-1%,.,-2%,-12%
CC(C)c1ccccc1-n1c(SCC(=O)N2CCN(c3ccccc3)CC2)nnc1-c1cccnc1,1%,-8%,-7%,1.8%,-1%,-29%[46.1 µM],1%,-5%
O=C(CCS(=O)(=O)c1cccs1)Nc1ccc(C(=O)NC2CCCC2)cc1,0%,3%,-4%,-4.3%,4%,6%,-2%,-2%
CCc1ccc(N=CC23c4ccccc4C(c4ccccc42)C2C(=O)N(c4ccc(OC)cc4)C(=O)C23)cc1 (stereo not given),-2%,-1%,14%,-2.1%,4%,-23%[46.1 µM],-5%,7%
CCc1ccc2c(c1)c1nc(C)sc1n2CC,-3%,1%,-3%,0.0%,?,4%[46.1 µM],?,-26%
O=C(NCCN1CCOCC1)c1ccc2c(c1)N(Cc1cccc(F)c1)C(=O)c1ccccc1S2,-1%,21%,7%,-2.7%,2%,-29%,-4%,-24%
O=C(NCc1cccnc1)c1cc(S(=O)(=O)N2CCCCC2)ccc1Cl,-2%,9%,-1%,0.0%,0%,7%[46.1 µM],5%,16%
Cc1ccc(OC(=O)c2cccc(S(=O)(=O)N3CCCC3)c2)c(-n2nc3ccccc3n2)c1,7%,-4%,10%,0.0%,5%,-19%[46.1 µM],5%,-4%
Cc1ccc(NC(=O)Nc2ccc(Cl)cc2)c(Br)c1,1%,7%,1%,-0.9%,4%,-27%,?,-17%
O=C(NC(=S)Nc1ccccc1N1CCCCC1)c1ccc(-c2cccc([N+](=O)[O-])c2)o1,4%,-3%,-1%,2.1%,-3%,2%[46.1 µM],3%,-30%
CCOc1ccc(-c2cnc(NCc3cccc(Cl)c3)n2C)cc1,5%,.,.,-1.1%,-1%,.,12%,-22%
CCOc1ccc(N(Cc2ccccc2)C(=O)c2nc(S(C)(=O)=O)ncc2Cl)cc1,7%,.,.,-1.9%,-7%,.,-15%,-10%

(cont.)
molecule,TexasRed fluor,CBFb RUNX1 block,GLA spleen mod,Epigenetic reg,TRb SRC2 PPI,NPSR antag,Tau FP inhib,Tau fluor counter
O=C(O)CCc1nn2c3ccccc3n(CCN3CCCCC3)c2nc1=O,-1%,3%,-5%,-1.1%,-2%,-1%[46.1 µM],9%,-15%
O=C(NCC1CCCO1)c1csc(Nc2cccc3ccccc23)n1 (stereo not given),-6%,?,-11%,0.0%,1%,-11%,3%,3%[2.34 µM]
COc1c(Cl)ccc(Cl)c1C(=O)NC(=O)N1CCOCC1,-1%,3%,-1%,-1.0%,-1%,5%[46.1 µM],-4%,-7%
COc1ccccc1C(=O)NCCN1CCN(C(=O)c2ccccc2OC)CC1,-2%,6%,4%,1.1%,4%,8%[46.1 µM],-6%,-7%
Cc1cc(C)nc(N2CCN(c3nc(C)cc(C)n3)CC2)n1,-1%,8%,-3%,1.9%,5%,0%[46.1 µM],-3%,0%
CCOc1ccc(NC(=O)C(C)Sc2nnc(C)n2C)cc1 (stereo not given),2%,6%,12%,-0.8%,6%,-4%[46.1 µM],-1%,-1%
Cc1ccc(S(=O)(=O)CC(=O)N2CCOCC2)cc1,-3%[53 µM],-4%,13%,3.8%,-3%[53 µM],-11%,2%,11%
CCn1c(SCC(=O)N/N=C/c2cc(OC)c(OC)c(OC)c2)nc2ccccc21,0%,-2%,2%,-3.0%,7%,15%,5%,-2%
Cc1ccc(CNc2oc(-c3ccc(COc4ccc(Cl)cc4)o3)nc2C#N)cc1,?,.,.,?,-8%,.,2%,?
Cc1csc(NC(=O)CSc2nnc(-c3ccc(Cl)cc3)n2N)n1,-7%,7%,0%,-0.7%,-4%,-4%[46.1 µM],-14%,-8%
COc1ccc(Cl)cc1-c1nc(SCC(=O)NC(C)(C)C)n[nH]1,-4%,-3%,0%,-1.2%,-2%,-17%,1%,-12%
O=C(NCc1cccnc1)C(=O)Nc1nccs1,4%,-11%,-4%,1.4%,-8%,17%,0%,2%

Other compounds.
molecule,TexasRed fluor,CBFb RUNX1 block,GLA spleen mod,Epigenetic reg,TRb SRC2 PPI,NPSR antag,Tau FP inhib,Tau fluor counter
O=C(NCc1cccnc1)C1c2ccccc2C(=O)N1C1CCCCCCC1 (stereo not given),1%,-2%,-8%,-2.0%,-10%,-8%[46.1 µM],2%,3%
O=C(c1cccn2c(=O)c3cc(Cl)ccc3nc12)N1CCN(c2ccccc2F)CC1,-7%,.,.,-1.3%,1%,.,4%,-9%
CCCCn1c(CCCNC(=O)CC)nc2ccccc21,-5%,18%,6%,0.0%,-3%,-13%[46.1 µM],-5%,7%
COc1cccc(NC(=O)Cn2c(SCC(=O)N3CCOCC3)nc3ccccc32)c1,0%,-2%,-4%,-0.9%,5%,-4%[46.1 µM],-2%,-6%
O=C(CN1CCc2ccccc21)NCc1ccc2c(c1)OCO2,3%,-11%,9%,0.0%,-1%,23%,16%,-7%
O=C(OCC#CCSc1nc2ccccc2o1)c1ccco1,-5%,15%,12%,0.9%,10%,12%[46.1 µM],-1%,-5%
C#CCNc1c2c(nc3nnnn13)CCCC2,-2%,14%,-1%,1.1%,2%,18%,0%,3%
C/C(CC(=O)Nc1cc(C)ccn1)=N\NC(=O)C(=O)Nc1cccc(C)c1,0%,-11%,5%,-0.1%,-8%,18%,?,2%
CCCCCC(=O)N(O)C1CC(=O)N(c2ccccc2)C1=O (stereo not given),-4%,-2%,1%,-0.7%,2%,-6%[46.1 µM],1%,2%
CCCc1cc(-n2cnc3ccccc32)n2c(nc3ccccc32)c1C#N,-2%,23%,13%,-2.0%,-6%,-20%[46.1 µM],?,-11%
COC(=O)c1ccc(N2CCN(S(=O)(=O)c3c(C)cc(C)cc3C)CC2)c([N+](=O)[O-])c1,-4%,-20%,1%,-0.9%,-10%,-23%[46.1 µM],1%,-25%
COc1ccccc1Nc1ncc2c(n1)CCN(CC(C)C)C2,-3%,.,.,-3.8%,-13%,.,-7%,-7%

(cont.)
molecule,TexasRed fluor,CBFb RUNX1 block,GLA spleen mod,Epigenetic reg,TRb SRC2 PPI,NPSR antag,Tau FP inhib,Tau fluor counter
O=C(COc1ccccc1[N+](=O)[O-])N/N=C/c1ccncc1,-1%,-6%,7%,0.2%,-3%,26%,-6%,-7%
O=C(CN1CCN(Cc2ccccc2Cl)C1=O)NCCc1ccc(Cl)cc1,0%,.,.,5.1%,-3%,.,3%,-13%
CCOc1ccc(CCNC(=O)CCCc2nnc3n(CC)c(=O)c4sccc4n23)cc1,-2%,.,.,0.2%,2%,.,-2%,-2%
CCCCN(CC)CCCNC(=O)Cn1ncc2c3ccccc3n(Cc3ccccc3F)c2c1=O,-2%,.,.,-3.2%,-1%,.,-4%,-13%
Cc1ccc(S(=O)(=O)N2CCCCC2)cc1NC(=O)COC(=O)c1ccc2c(c1)OCO2,-4%,?,-6%,-1.6%,-4%,-6%,-13%,?
BrC(=C\c1ccccc1)/C=N/N1CCN(c2ccccn2)CC1,-8%,9%,-4%,22µM*,-1%,-7%[46.1 µM],-12%,-12%
CCCn1nc(C(=O)NC2CCCc3ccccc32)c2ccccc2c1=O (stereo not given),1%,12%,0%,0.0%,-2%,-12%[46.1 µM],4%,-6%
CCCCNC(=S)NCCN1CCN(C(=S)NCCCC)CC1,-2%,7%,8%,-2.0%,7%,3%,-2%,-11%
Cc1ccc([N+](=O)[O-])cc1N(CC(=O)NCC1CCCO1)S(C)(=O)=O (stereo not given),0%[53 µM],3%,16%,1.2%,-8%[53 µM],-7%,7%,2%
CSc1ncccc1C(=O)OCC(=O)NC(N)=O,1%,4%,7%,0.1%,-19%,1%[46.1 µM],4%,-3%
O=C(CSc1ncnc2c1oc1ccccc12)c1cccs1,-3%,7%,-7%,14%,-2%,21%[46.1 µM],-9%,-10%
CC(C)c1ccc(NC(=O)c2ccc3c(O)c(S(=O)(=O)c4ccccc4)c(=O)[nH]c3c2)cc1,0%,.,.,0.0%,-4%,.,-13%,-7%

(more compounds)
molecule,TexasRed fluor,CBFb RUNX1 block,GLA spleen mod,Epigenetic reg,TRb SRC2 PPI,NPSR antag,Tau FP inhib,Tau fluor counter
CC1=C(C#N)C(Nc2ccc(Cl)cn2)(C(F)(F)F)C(=O)N1 (stereo not given),-1%,1%,2%,-3.8%,-5%,-5%[46.1 µM],-6%,-1%
CCO[C@H]1OC(C(N)=O)=C[C@@H](c2ccccc2)[C@@H]1CCCO,-1%,3%,9%,0.1%,3%,-23%,2%,-15%
CC1=C(C(=O)Nc2cccc(C)n2)C(c2ccc3c(c2)OCO3)C2=C(CC(c3ccco3)CC2=O)N1 (stereo not given),0%,7%,9%,-2.1%,-5%,-22%[46.1 µM],6%,-15%
Cc1ccc(C)c(N2CCN(C(=O)CCCN3C(=S)NC(C)(C)CC3C)CC2)c1 (stereo not given),-1%,-12%,5%,-0.9%,-1%,-15%,6%,-7%
CCOc1ccccc1CN1CCN(Cc2cccc3c2OCO3)CC1CCO (stereo not given),3%,9%,4%,11%,0%,0%,-13%,-11%
COC(=O)C1=C(CSc2nc3c(cc2C#N)CN(C)CC3)OC(N)=C(C#N)C1c1ccc(F)cc1 (stereo not given),-3%,-21%,-1%,1.2%,-4%,-10%[46.1 µM],?,?
O=C(CSc1nc(-c2ccccc2)cs1)Nc1ccccc1[N+](=O)[O-],-5%,-26%,4%,0.0%,6%,-19%[46.1 µM],11%,?
COCCn1c(Cc2ccccc2)nnc1SCC(=O)NC(C)(C)C,1%,-2%,0%,-1.3%,4%,-12%[46.1 µM],-1%,-1%
CN(CCO)c1cc(N2CCC3(CC2)OCCO3)c2nonc2c1[N+](=O)[O-],1%,0%,-8%,0.0%,6%,2%,-6%,4%
C#CCN1C(C)=C(C(=O)OC)C(c2cccc([N+](=O)[O-])c2)C(C(=O)OCC)=C1C (stereo not given),-3%,-6%,-2%,-0.1%,3%,?,9%,?
